High-throughput results: PubChem, NCI
Growth percent in the NCI-60 one-dose screen (48 h, 10 µM unless noted): 100 = growth as untreated, 0 = no growth, -100 = all killed.
PC-3 = PC-3 prostate cancer cells; 80,000 tested, 3.9% active
HT29 = HT29 colon cancer; 81,000 tested, 7.4% active
SNB-19 = SNB-19 CNS cancer cells. 81,000 tested, 2.5% active
DU-145 = DU-145 prostate cancer; 81,000 tested, 4.2% active
SNB-75 = SNB-75 CNS cancer. 79,000 tested, 5% active. AID 1794750
SW-620 = SW-620 colon cancer; 82,000 tested, 5.2% active; AID 1794795
HCC-2998 = HCC-2998 colon cancer | 79,000 tested, 4.7% active | AID 1794799
SF-539 = SF-539 CNS cancer; 81,000 tested, 6.8% active; AID 1794752
KM12 = KM12 colon cancer cells. 82,000 tested, 5% active. AID 1794800
* hit, by the source's call; / = no result given; [ ] = another dose, or the depositor's remark. Rule for the calls: active = growth percent below 10; inactive = the rest. Rows were taken by chance (roughly 11% active in at least one column).

compound	DU-145	KM12	PC-3	HCC-2998	SNB-19	SF-539	SW-620	HT29	SNB-75
O=C(O)c1cn(C2CC2)c2cc(N3CCN(C(=O)CCCN4C(=O)CSC4=O)CC3)c(F)cc2c1=O	91.7	100.2	97.6	114.7	101.2	96.8	103.9	107.9	48.9
Cc1c2ccccc2cc[n+]1C	123.9	113.9	114.6	121.3	100.2	113.2	109.4	116.3	/
C#Cc1nc(/C=C/C(=O)c2nccn2C)cs1	-45.6*	-43.5*	-78.9*	-83.1*	-79.2*	-82.7*	-24.9*	-38.2*	-3.3*
COc1ccc2[nH]c(=O)c(CSc3ccccc3N)cc2c1	92.6	68.5	94.9	98.8	89.9	90.4	87.3	118.7	99.5
NC(=O)c1nn(-c2ccccc2)nc1N1CCCCC1	107.6	101.0	103.4	110.4	101.6	100.5	102.4	104.4	84.3
Cc1cc(C)c2c(/C=C3/C(=O)NC(=S)NC3C)cc(=O)oc2c1 (centres undefined)	99.0	100.4	78.7	96.8	96.8	94.2	98.1	94.7	77.1
CN1CCO/C1=C(/NC(=O)c1ccccc1)[P+](c1ccccc1)(c1ccccc1)c1ccccc1	105.9	97.4	77.7	102.1	90.4	94.6	95.3	89.6	77.7
CCC1(C)CCC(C)c2cc(C(C)=O)c(C)cc21 (centres undefined)	109.8	108.8	95.4	97.7	107.0	104.3	115.0	96.8	82.2
O=C1NC(=C(Cl)Cl)/C(=N/S(=O)(=O)NCCc2c[nH]c3ccccc23)N1	92.3	-4.6*	83.5	98.3	53.9	25.1	54.3	15.0	78.5
CCOC(=O)N1CCc2c(sc3c2C(=O)N[C@H](c2ccc(OC)cc2)N3)C1	112.8	101.9	89.1	103.6	90.0	100.2	99.6	86.2	91.7
CN1CCN(c2nc3cc(NC(=O)c4ccc(Cl)s4)ccc3s2)CC1	90.4	80.2	91.2	96.9	102.1	90.6	96.6	66.4	83.8
BrCc1ccc(C[P+](c2ccccc2)(c2ccccc2)c2ccccc2)cc1	99.9	91.6	73.8	80.1	85.3	92.3	87.7	81.8	87.1
COc1ccc2c(c1)C(C)Cc1c(Cl)ncnc1N2C (centres undefined)	35.3	4.1*	11.4	22.3	27.7	28.0	3.6*	-3.5*	2.7*
Cn1c(=O)c2ccc(-c3cc4ccccc4oc3=O)nc2n(C)c1=O	105.1	96.8	91.6	111.2	104.3	106.2	116.8	109.5	77.3
CC[C@]12C=CCN3CC[C@@]4(c5cc(NC(=O)CCC(=O)O[C@H]6CC[C@H]7[C@@H]8CC[C@H]9CC(=O)CC[C@]9(C)[C@H]8CC[C@]67C)c(OC)cc5N(C)[C@H]4[C@@](O)(C(=O)OC)[C@@H]1OC(C)=O)[C@@H]32	86.8	74.2	47.7	97.5	84.7	74.1	85.6	39.0	57.1
C/C(=C(/C)C1CC1CCNS(=O)(=O)c1ccc(C)cc1)c1ccc(C(F)(F)F)cc1 (centres undefined)	89.2	86.0	71.3	107.9	89.8	97.0	95.7	92.1	116.1
Cc1ccc(CSc2nc(-c3ccc(Cl)cc3)c(C#N)c(N3CCNCC3)n2)cc1	82.6	84.7	63.5	87.2	84.7	80.9	83.0	58.4	68.5
O=C(Nc1ccc2c(O)c(N=Nc3ccc4c(O)cc(S(=O)(=O)O)cc4c3)c(S(=O)(=O)O)cc2c1)c1ccccc1	108.8	97.5	98.4	102.5	103.5	100.9	96.1	103.2	92.6
COc1ccc2c(c1)c(C1(c3cn(C)c4ccc(OC)cc34)C(=O)Nc3ccc(F)cc31)cn2C	82.6	58.8	26.1	63.5	89.4	82.3	78.7	58.8	56.2
N#Cc1nc(CC(=O)/C=C/c2ccccc2)c(CC(=O)/C=C/c2ccccc2)nc1C#N	106.8	106.3	80.8	105.7	/	94.8	96.6	122.0	97.0
Cc1ccc(-c2csc(NC(=O)CSc3nc(-c4ccc(Cl)cc4)c(C#N)c(=O)[nH]3)n2)cc1	111.4	97.1	86.0	102.0	85.9	100.7	80.3	93.7	88.4
CCn1ncc2c(NNS(=O)(=O)c3ccccc3)ncnc21	108.4	111.1	96.9	109.3	99.1	98.3	100.9	111.0	84.0
CCCN(CCC)CC(O)CNc1cc(OC)cc2cccnc12 (centres undefined)	119.4	106.9	90.9	102.3	103.4	105.7	93.5	102.0	113.2
O=Cc1ccc(Oc2nc(N3CCOCC3)nc(N3CCOCC3)n2)cc1	104.1	106.4	101.0	100.3	95.4	104.5	101.4	103.4	90.0
O=C1Nc2ccccc2/C1=C/c1cn(Cc2c3ccccc3cc3ccccc23)c2ccccc12	115.9	107.3	82.6	109.9	117.3	/	86.4	134.0	114.9

Some of these compounds in order of formula weight, lowest first:
compound	DU-145	KM12	PC-3	HCC-2998	SNB-19	SF-539	SW-620	HT29	SNB-75
COc1ccc2c(c1)C(C)Cc1c(Cl)ncnc1N2C (centres undefined)	35.3	4.1*	11.4	22.3	27.7	28.0	3.6*	-3.5*	2.7*
O=Cc1ccc(Oc2nc(N3CCOCC3)nc(N3CCOCC3)n2)cc1	104.1	106.4	101.0	100.3	95.4	104.5	101.4	103.4	90.0
COc1ccc2c(c1)c(C1(c3cn(C)c4ccc(OC)cc34)C(=O)Nc3ccc(F)cc31)cn2C	82.6	58.8	26.1	63.5	89.4	82.3	78.7	58.8	56.2

Single records (already shown). Order of values: DU-145 | KM12 | PC-3 | HCC-2998 | SNB-19 | SF-539 | SW-620 | HT29 | SNB-75
C/C(=C(/C)C1CC1CCNS(=O)(=O)c1ccc(C)cc1)c1ccc(C(F)(F)F)cc1 (centres undefined) reads 89.2 | 86.0 | 71.3 | 107.9 | 89.8 | 97.0 | 95.7 | 92.1 | 116.1
O=C1NC(=C(Cl)Cl)/C(=N/S(=O)(=O)NCCc2c[nH]c3ccccc23)N1 reads 92.3 | -4.6* | 83.5 | 98.3 | 53.9 | 25.1 | 54.3 | 15.0 | 78.5

(listing goes on)
compound	DU-145	KM12	PC-3	HCC-2998	SNB-19	SF-539	SW-620	HT29	SNB-75
CC(C)(C)OC(=O)N1CCc2c(sc3ncnc(Nc4ccc(NC(=O)Nc5ccc(Br)cc5)cc4)c23)C1	106.1	82.7	70.0	105.7	88.0	94.8	90.2	90.8	78.3
N#CC(CCc1ccc([N+](=O)[O-])cc1)(CCc1ccc([N+](=O)[O-])cc1)C(N)=O	112.5	98.7	78.1	97.5	101.0	106.1	104.2	98.5	80.1
N#Cc1ccc(C(=O)CSc2nc(Nc3cccc(S(N)(=O)=O)c3)c3ccccc3n2)cc1	96.3	98.5	71.4	109.1	99.1	89.5	100.1	102.1	98.0
COc1ccc2nc3cc(Cl)ccc3c(N3CCN(c4nccc(Oc5ccc(Cl)cc5)n4)CC3)c2c1	94.9	89.3	95.8	100.8	101.9	/	89.3	84.7	74.8
O=C(/C=C(/C=C/c1ccc(C(F)(F)F)cc1)OB(F)F)/C=C/c1ccc(C(F)(F)F)cc1	110.4	104.7	87.5	103.1	100.2	102.1	98.9	101.2	87.0
CC1=C(c2cc(-c3ccc(Cl)cc3)nc(=S)[nH]2)C(c2ccccc2)NC(=S)N1 (centres undefined)	116.8	97.2	78.2	108.6	101.5	108.5	115.7	108.5	116.7
CC(C)(C)C(=O)/C=C/c1ccc(C#N)cc1	101.5	72.2	76.5	113.7	88.1	102.1	54.3	76.4	98.0
O=C1OC(c2ccc(F)cc2)CC1CN1CCOCC1 (centres undefined)	106.0	101.8	88.9	98.8	98.1	96.9	102.2	90.3	89.1
NNc1nc2n(n1)C(CCl)CN2 (centres undefined)	105.4	102.5	103.7	114.9	99.3	95.3	104.4	108.9	97.7
Nc1ccc(C(=NNc2ccc([N+](=O)[O-])cn2)c2ccc(N)cc2)cc1	98.1	99.0	75.9	98.7	107.7	99.0	99.9	100.8	100.6
CC(=O)OCC(=O)[C@@]1(O)CCC2C3CCC4=CC(=O)C=CC4(C)C3[C@@H](O)CC21C (some centres undefined)	112.7	105.9	99.0	103.5	98.8	/	105.9	104.9	126.3
CN(C)c1ccc(C2Cc3ccccc3C(=O)N2c2ccccc2)cc1 (centres undefined)	102.1	65.5	60.5	/	90.2	101.8	95.1	68.5	76.6
CCOC(=O)c1cc(C(=O)c2cc(OC)c(OC)c(OC)c2)n2nc(-c3ccc(Cl)cc3)ccc12	102.1	100.6	81.4	106.7	103.3	104.8	93.0	101.2	96.9
Cc1c(C(=O)NCCc2ccc(N3CCC[C@@H]3C)cc2)nn(-c2ccc(Cl)cc2Cl)c1-c1ccc(Cl)cc1	95.6	75.1	65.8	100.0	102.6	94.5	96.0	57.6	94.5
O=C1C(=O)N(CCCCn2cc(-c3ccccc3)nn2)c2ccc(Cl)cc21	104.4	100.2	92.5	104.0	93.9	94.9	98.4	108.8	100.1
COc1ccc(/C=N/N2C(=O)/C(=C/c3ccc(Cl)cc3)C=C2c2ccc(OC)cc2)cc1	111.8	104.9	86.1	109.2	98.6	94.7	104.2	96.7	101.2
N#Cc1c(-c2ccccc2)cc(-c2ccccc2)n(CCCCCC(=O)O)c1=O	103.4	76.0	91.0	102.6	96.5	101.0	93.4	106.6	/
CCOC(=O)c1cc(C(=O)c2cc(OC)c(OC)c(OC)c2)n2c(-c3ccccn3)cccc12	104.8	99.7	97.6	113.1	95.5	101.4	95.6	101.0	62.4
C#CCn1cnc2cnc(Nc3cccc(NC(=O)C=C)c3)nc21	93.5[6.25 µM]	91.9[6.25 µM]	9.2*[6.25 µM]	97.9[6.25 µM]	88.3[6.25 µM]	72.3[6.25 µM]	91.2[6.25 µM]	70.5[6.25 µM]	86.2[6.25 µM]
ClCC1COC2(CCCC2)O1 (centres undefined)	110.2	105.6	95.4	112.7	102.6	97.8	100.9	102.6	89.9
O=c1oc2ccccc2cc1-c1ccccc1	119.5	106.4	118.3	86.4	93.3	110.2	115.4	104.1	81.5
CCOC(=O)c1[nH]c(Cc2[nH]c(C(=O)OCC)c(C)c2C(=O)OCC)c(C(=O)OCC)c1C	109.6	98.9	97.7	95.9	99.0	108.3	100.9	104.1	87.8
COc1cc2nc(Cl)nc(Nc3cccc(C4=Nc5c(N)nc(N)nc5NC(c5ccc(F)cc5)C4)c3)c2cc1OC (centres undefined)	79.4	34.1	59.9	22.9	31.7	88.6	12.7	9.9*	85.9
CCO/C=N/C1=C(C#N)C(c2ccc(OC)cc2)c2sc3c(F)cccc3c2O1 (centres undefined)	35.8	25.3	33.3	70.8	24.0	-23.7*	22.4	7.7*	-8.9*
CCOc1cc2ncc(C#N)c(Nc3ccc(OCc4cccc(F)c4)c(Cl)c3)c2cc1NC(=O)CC1CCSS1 (centres undefined)	-24.9*	-67.6*	-42.7*	-25.1*	81.5	49.9	90.4	17.6	102.2
O=C(Cc1nc2ccccc2[nH]c1=O)c1cccnc1	94.5	102.5	85.9	116.4	/	92.8	105.6	98.5	108.0
Cc1c(-c2csc(-n3nc(-c4ccccc4)cc3-c3ccccc3)n2)no[n+]1[O-]	111.4	97.8	98.3	111.4	99.7	94.8	88.9	103.3	/
Cn1ccnc1C(=O)/C=C/c1ccc(C(=O)Nc2nc3ccccc3[nH]2)cc1	-13.7*	14.4	38.1	45.4	41.1	9.5*	5.4*	8.8*	-17.0*
